High-throughput results: PubChem, several laboratories
C-LANA FP – inhibitors of KSHV C-LANA binding to DNA, primary screen, biochemical, fluorescence polarization, FAM-LBS DNA, MBP-C-LANA, single point | Kaposi's sarcoma herpesvirus LANA C-terminal domain (residues 932-1162) DNA binding | inhibition, % at 9 µM | hit rate 0.078% among 340,000 | AID 504423, 2011;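 active = highest replicate inhibition at or above 60% at 9 µM, even if other replicates fall short; inactive = all replicates below 60% inhibition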;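 note: 0% = neutral control wells and 100% = 4 µM acridine orange control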
Arr AP2 block – inhibitors of beta-arrestin/AP2 binding, primary screen, biochemical, GPCR trafficking, flow cytometry | beta-arrestin 1 C-terminal peptide binding to AP2 beta2-adaptin appendage (human) | FITC-arrestin peptide / GST-AP2 beads; AP2 beta2 appendage carries R879A mutation | inhibition, % at 10 µM | hit rate 0.31% among 340,000 | AID 504490, 2011;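 active = inhibition above a set limit, near 3 SD of compounds lacking own fluorescence, cut at about 54% in these data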;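 note: plate controls were DMSO wells for no effect and 5 µM unlabelled arrestin peptide for full effect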
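Material – GST-tagged AP2 beta2-adaptin appendage (R879A) on 4 µm glutathione beads · Probe or stimulus – fluorescein-tagged arrestin peptide at 50 nM final · Timing – 12 min plus 1 h, RT · Detection – bead flow cytometry, FITC channel · Read-out basis – inhibition as reduced fluorescein signal on beads, percent · Medium – PBS plus Tween 20 (0.05%) and BSA (0.1%)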
Cardiac RTF inh – cardiac RTF calcium sensitivity inhibitors, primary screen, biochemical, IANBD-TnC fluorescence, EC70 calcium; IANBD-labeled cardiac RTF, Ca2+ fluorescence; inhibition, % at 7.15 µM; hit rate 0.12% among 340,000; AID 493244, 2011;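 active = inhibition above the mean inhibition of all tested compounds plus 3 SD, cut at about 17% in these data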;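 note: assay run at fixed EC70 calcium of 1.6 mM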
DSG3 Ab inh – inhibitors of pemphigus antibody binding to DSG3, primary screen, biochemical, bead-based, flow cytometry, scFv-GFP. hit rate 0.48% among 310,000. Desmoglein-3 (Homo sapiens), P32926. DSG3-coupled beads, scFv-anti-DSG3-GFP binding; active compounds read low. binding (percent of control), % at 10 µM. AID 588358, 2011;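 active = binding more than 3 SD below its plate's average and above zero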;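 note: hits lower antibody fragment binding to DSG3; some compounds called inactive have numbers as strong as hits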
Keap1 Nrf2 FP – Keap1-Nrf2 protein-protein interaction inhibitors, primary screen, biochemical, fluorescence polarization, single point. hit rate 0.15% among 340,000. Keap1 Kelch-Nrf2 peptide fluorescence polarization, 1536-well. inhibition, % at 9.4 µM. AID 504523, 2011. Kelch-like ECH-associated protein 1 (Homo sapiens), Q14145; in the data active = inhibition above about 12%;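 note: human Keap1 Kelch domain with fluorescein labeled Nrf2 9mer peptide probe; 0% = neutral control wells and 100% = peptide positive control; higher means more block of Keap1 binding to Nrf2 peptide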
CAL PDZ FP-1 – untagged CAL PDZ binding inhibitors, primary screen, biochemical, fluorescence polarization, HTS; hit rate 0.92% among 300,000; purified CAL PDZ, TMR-peptide fluorescence polarization, 1 h; inhibition, % at 24.9 µM; AID 602252, 2012;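 active = mean inhibition of at least 30% with at least half of replicates also reaching 30%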;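 note: 0% = DMSO neutral control and 100% = excess unlabeled competitor peptide PRC23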
DAGLB inh – DAGLB lipase inhibitors, primary screen, biochemical, fluorescence, HTS; Diacylglycerol lipase-beta (Homo sapiens), Q8NCG7; HEK293T DAGLB membrane lysate, EnzChek fluorogenic substrate; inhibition, % at 5.17 µM; hit rate 0.059% among 340,000; AID 504411, 2011; in the data active = inhibition above about 34%;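 note: 0% = enzyme with vehicle and 100% = wells lacking enzyme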
V-ATPase pHluor – regulators of yeast V-ATPase proton pumping, primary screen, pHLuorin cytosolic pH fluorescence | S. cerevisiae | response, % at 10 µM | hit rate 0.37% among 350,000; in the data active = response mostly above about 7.3%, no sharp cut-off; inactive = mostly below about 5.4%; note: actives read high; inactives centre near 0; some compounds called inactive have numbers as strong as hits
NSD2 HMT inh – NSD2 histone methyltransferase inhibitors, primary screen, biochemical, AlphaScreen, single concentration, set 2; AID 743445, 2014; inhibition, % at 12.5 µM; NSD2 peptide methylation, 120 min; Histone-lysine N-methyltransferase NSD2 (Homo sapiens), O96028; hit rate 0.54% among 310,000; in the data active = inhibition above about 50%
CAL PDZ FP-2 – CAL PDZ peptide-binding inhibitors, primary screen, biochemical, fluorescence polarization, Cer-tagged CAL PDZ, HTS; inhibition, % at 20 µM; AID 504414, 2011; hit rate 0.02% among 330,000; Golgi-associated PDZ and coiled-coil motif-containing protein (Homo sapiens), Q9HD26; purified CAL PDZ, TMR-peptide fluorescence polarization, 1 h;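 active = highest replicate inhibition of at least 40%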;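 note: plate controls were DMSO neutral control wells for no effect and unlabeled competitor peptide control wells for full effect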
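Material – purified CerCALP PDZ construct · Detection – FP readout, S and P plane fluorescence · Measure – percent inhibition from loss of millipolarization · Controls – unlabelled peptide for full inhibition, DMSO wells as neutral · Probe or stimulus – TMR-labelled reporter peptide T*-PRC34 bound in PDZ groove · Times – 1 h at RT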
Starred values were filed as active, the others as inactive; . = not tested or not shown.

SMILES	C-LANA FP	Arr AP2 block	Cardiac RTF inh	DSG3 Ab inh	Keap1 Nrf2 FP	CAL PDZ FP-1	DAGLB inh	V-ATPase pHluor	NSD2 HMT inh	CAL PDZ FP-2
COc1ccc(Nc2ccnc(Nc3ccc(OC)cc3)n2)cc1	-0.5	-3.1	1.9	111.0	-6.2	-3.2	2.3	1.7	3.0	0.1
O=C(CSc1nnc(-c2ccccc2)o1)N1CCc2ccccc2C1	0.1	-5.5	2.0	.	2.2	-2.4	-2.5	0.2	-2.8	-0.5
O=C(NN1C(=O)NC2(CCCCC2)C1=O)c1ccc(Cl)c(Cl)c1	0.1	-0.9	1.1	85.8	4.5	.	-2.8	1.8	1.1	0.2
CCn1c(/C=C/c2ccc(O)cc2)nc2ccccc2c1=O	-0.3	35.0	-3.6	105.0	1.3	.	-2.5	1.0	-1.1	-0.3
CCc1ccc(CN(C)C(=O)c2cc(=O)c3ccccc3o2)cc1	0.7	0.7	-3.0	.	-5.9	-4.0	-2.9	-2.0	-10.0	-2.1
COc1ccc(OC)c(NC(=O)CN(C)S(=O)(=O)c2ccc3nc(C)sc3c2)c1	-1.3	-1.6	9.9	81.5	-1.6	-4.6	0.9	3.2	0.5	-0.6
CNc1nc(-c2ccccc2)nc(-c2ccc(OC)cc2)c1C#N	0.4	-5.8	0.4	105.1	0.1	0.1	-4.0	2.1	-2.0	0.2
COc1ccc(NC(=O)c2ccc(NC(=O)c3ccco3)cc2)c(OC)c1	-1.6	-2.9	9.1	100.3	-4.4	-3.1	2.2	3.6	0.2	-3.2
CC(=O)c1c(C)[nH]c(C(=O)COC(=O)c2ccc3c(=O)n4c(nc3c2)CCC4)c1C	-1.5	7.0	-4.2	100.9	-7.4	-0.8	-1.2	2.7	-1.0	-3.0
COc1ccc(N2CC(C(=O)OCC(=O)NCc3ccccc3)CC2=O)cc1 (configuration not stated)	-0.5	0.8	-10.8	96.6	-5.3	-1.8	4.7	4.8	30.6	2.3
O=C(O)c1ccc(NC(CSCc2cccc(F)c2)C(=O)O)c([N+](=O)[O-])c1 (configuration not stated)	0.1	-5.7	1.2	102.7	-0.3	-2.7	3.8	-1.0	2.5	-1.8
COc1ccc(OC)c(NC2c3ccccc3C(=O)N2c2cccnc2)c1 (configuration not stated)	-1.4	12.8	-6.3	89.0	-1.5	-2.6	2.9	4.5	.	0.0
O=C(CC(c1ccccc1)c1ccccc1O)NCc1ccco1 (configuration not stated)	1.1	17.3	-8.3	103.2	3.8	3.6	-6.0	-3.9	1.1	-0.2
O=C(COC(=O)c1ccc(-c2ccc([N+](=O)[O-])cc2)o1)NC(=O)NC12CC3CC(CC(C3)C1)C2	-0.8	23.2	-7.5	.	-0.2	0.5	3.2	2.4	0.9	-0.5
COc1ccc(NC(=O)c2ccc(COCC(F)(F)F)cc2)cc1OC	0.6	6.4	-18.0	97.2	-1.9	-4.2	-2.2	-0.4	-2.1	-1.8
NS(=O)(=O)c1ccc(NC(=O)Nc2ccc(C(F)(F)F)cc2)cc1	.	1.9	.	109.7	.	.	.	-1.5	-0.8	.
O=C(N/N=C/c1ccc(Cl)s1)c1ccccc1[N+](=O)[O-]	0.1	4.8	-9.7	103.8	-3.4	.	1.2	0.2	-1.9	-1.1
Cc1ccc(CN2CC[C@H]3C=CCc4cccc(c43)C2)cc1	-0.2	4.3	-1.3	100.1	-5.3	-4.3	-11.2	-0.5	.	-0.7
O=C(c1ccco1)c1coc2c1cc(O)c1ccccc12	-1.6	4.3	6.8	96.2	2.9	1.0	1.0	-3.9	12.5	0.1
CC(=O)Nc1ccc(NC(=O)C(C)OC(=O)CC2CCCC2)cc1 (configuration not stated)	0.8	19.1	-5.3	95.3	3.5	-1.7	-1.1	5.8	0.6	-1.9
COc1cc(C)ccc1OCCOCCOc1cccc2ccc(C)nc12	0.5	-37.1	0.3	121.9	-4.2	-4.8	-4.0	3.9	4.1	-1.8
O=C(Oc1cccnc1)c1cc2ccccc2oc1=O	1.0	1.2	-3.5	95.7	1.0	-10.8	0.4	-0.1	0.8	0.8
CSc1nc2ccc(S(=O)(=O)Nc3c(C)n(C)n(-c4ccccc4)c3=O)cc2s1	1.1	4.7	2.5	78.8	-0.5	-1.2	0.6	1.2	-0.7	-2.5
CC(C)N(CC#CCC1(O)c2ccccc2-c2ccccc21)CCO	-0.7	12.6	-37.3	87.7	-1.5	-2.2	-1.6	1.3	.	-3.6
Cc1cccc2nc3c(nc12)CCCC3	0.1	1.9	-9.8	107.5	-3.7	-1.1	-1.3	0.2	2.2	-1.9
C=CCN(C(=O)CSc1nnnn1C)c1nc(-c2ccccc2)cs1	1.0	2.1	-1.4	106.0	0.6	-7.5	-4.6	0.7	25.1	-3.2
Cc1ccc(NS(=O)(=O)c2cccc(C(=O)N(C)Cc3cccs3)c2)cc1	1.8	1.7	-1.8	97.2	3.5	-2.5	-1.4	0.7	0.6	-2.9
CCOCCCNC(=O)c1cn2c3c(ccc(Cl)c3c1=O)OC(C)C2 (configuration not stated)	2.1	-0.2	-5.8	101.6	-2.3	-4.6	0.1	1.5	.	-2.0
C=CCN(c1ccccc1OC)S(=O)(=O)c1cccc(C(=O)NCC(c2ccc(OC)cc2)N2CCCC2)c1 (configuration not stated)	-4.1	-1.8	-4.6	138.2	-15.4	18.1	-1.2	0.3	-1.5	-1.0
Clc1nc2nc3n(c2nc1Cl)CCC3	-1.5	-16.1	-4.3	92.6	-5.9	-1.8	-0.3	3.3	-2.3	-0.2
CCn1c(CC(=O)Nc2ccc(C)cc2)nnc1SCC(=O)N1CCOCC1	2.0	-1.4	-0.7	106.0	-2.5	1.5	1.9	0.6	-1.6	-1.3
Clc1ccc(-c2ccnc(-n3cccc3)n2)s1	0.2	21.6	-22.2	104.0	-6.6	6.6	-6.0	-3.2	.	-3.0
CC(=O)Nc1ccc(S(=O)(=O)CCC#N)cc1	4.2	5.7	7.5	98.9	-6.6	-4.2	-3.2	-5.5	-0.2	-0.3
O=C(Nc1c(Cl)cccc1Cl)c1cc(=O)n(Cc2ccccc2)c(=O)[nH]1	1.5	4.5	-2.5	100.6	1.2	-1.0	-1.6	0.1	-4.5	-1.3
Cc1nn(C)c(C)c1NC(=O)COc1ccc(Cl)cc1Br	1.0	-8.3	-4.5	.	-5.5	1.3	2.4	-0.3	-2.2	0.4
O=C(N/C(=N\O)c1ccccc1)Nc1ccc(Cl)cc1	-2.6	-2.5	-4.8	.	6.5	-6.3	1.2	-0.1	1.4	0.1
Cc1cccc(OCCOC(=O)C2CCN(S(=O)(=O)c3ccc(C)c(C)c3)CC2)c1	-0.1	9.9	-7.2	101.3	-0.9	-1.9	-9.2	-4.2	-1.7	-1.4
O=S(=O)(NC1=NCCCCC1)c1cccs1	0.8	9.8	-1.8	106.5	-3.4	-1.9	-0.4	-4.7	-2.1	-3.6
CCc1sc(C(=O)Nc2nc(C)cs2)cc1C	-0.4	-1.2	-7.8	106.1	-2.8	-1.5	-3.2	-1.7	51.5*	-0.9
Fc1ccc(NC(=S)Nc2cccnc2)c(F)c1F	1.0	23.0	-6.8	88.3	0.5	0.7	-0.8	-1.0	-5.1	0.2
CCOC(=O)/C(=C/c1ccc(Cl)cc1)NC(=O)c1ccco1	1.3	-8.8	-1.1	106.3	-0.6	-2.0	-0.4	0.4	-1.5	-0.3
CCOC(=O)NC(=O)C(=CNNc1ncc(C(F)(F)F)cc1Cl)C(=O)NC(=O)OCC	0.8	41.8	0.7	98.7	1.2	5.2	2.1	1.2	-3.3	0.9
CCOc1ccc(CCNS(=O)(=O)c2cnc[nH]2)cc1OCC	1.1	-8.6	-9.4	102.0	-1.8	4.8	-2.3	-4.3	-0.4	-2.5
COc1cc(CN2CCNC(=O)C2CC(=O)N(Cc2nccn2C)C(C)C)cc(OC)c1 (configuration not stated)	1.6	7.5	-12.5	104.0	-0.4	3.5	-2.2	0.5	.	0.3
NS(=O)(=O)c1ccc(CNC(=O)Cc2ccsc2)cc1	-0.1	-12.9	9.8	103.3	-1.4	.	1.9	0.1	-1.1	0.4
CCN(CC)S(=O)(=O)c1ccc(C(=O)NNc2nc(-c3ccccc3)c3cc(Br)ccc3n2)cc1	1.6	-3.4	3.3	97.3	-3.9	2.0	-9.6	4.1	33.1	-0.6
Nc1nc(-c2cc3c(cc2Cl)OCCO3)cs1	-0.6	-20.9	-4.7	118.2	5.3	-1.3	0.2	-2.5	1.0	-0.2
COc1ccc(C(=O)NNC(=O)CSc2nnc(C3CC3)n2C)cc1	-0.8	-1.3	-1.3	96.8	-4.5	-0.7	0.1	-1.2	3.9	-1.2
O=C(Cn1c(=O)sc2ccccc21)NCc1ccccn1	-5.5	10.2	3.3	104.5	-1.3	-6.8	1.6	1.6	.	0.7
Cc1nc(N2C(=O)C(=O)/C(=C(/O)c3ccccc3)C2c2ccco2)sc1C (configuration not stated)	1.5	-2.8	5.6	105.4	0.6	1.2	3.1	-7.4	-2.2	-1.6
CCOC(=O)c1cnc2c(-c3ccccc3)cnn2c1N	-2.6	-0.1	-2.5	.	-3.3	-7.0	-6.6	-0.6	.	-1.8
COc1ccc(-c2cc(C(F)F)n3ncc(C(=O)Nc4ccc(C(=O)N5CCOCC5)cc4)c3n2)cc1	-1.9	22.1	1.1	96.0	0.7	0.5	-1.3	-0.6	-1.7	-5.0
COc1cccc2cc(-c3nc4ccccc4o3)c(=O)oc12	-1.5	8.1	-1.6	82.0	-0.9	-2.8	-0.6	2.9	-9.2	-0.2

The list is partial; count on the stated rates, not on these rows.
